NPSR antagonist – qHTS Assay for Antagonists of the Neuropeptide S Receptor: cAMP Signal Transduction; Q6W5P4; CHO-NPSR cells, cAMP TR-FRET, antagonist mode; Potency, µM (series often up to 38.3 µM), for inactives: at the top dose activity change, negative = inhibition, hits mostly inhibitors; actives 1% (n = 220,000); AID 1461, 2008; note: potency is the fitted concentration of half-maximal effect; % is set by controls: 0 for no effect and ±100 for the full control effect; nearly all actives have a fitted effect of over 50% in size; many of its hits are not listed in these tables
Target sequence (Q6W5P4 whole entry, looked up): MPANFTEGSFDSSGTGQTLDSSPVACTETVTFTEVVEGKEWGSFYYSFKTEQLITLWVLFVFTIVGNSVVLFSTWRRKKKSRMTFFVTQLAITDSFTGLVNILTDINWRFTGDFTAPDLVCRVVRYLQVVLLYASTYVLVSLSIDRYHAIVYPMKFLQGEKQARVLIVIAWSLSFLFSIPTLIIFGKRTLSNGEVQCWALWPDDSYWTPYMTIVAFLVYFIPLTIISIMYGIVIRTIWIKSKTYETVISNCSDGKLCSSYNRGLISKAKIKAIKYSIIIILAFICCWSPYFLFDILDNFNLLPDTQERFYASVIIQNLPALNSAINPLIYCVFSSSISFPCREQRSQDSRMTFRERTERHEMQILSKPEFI
KinaseGlo FLuc – Counterscreen for Luciferase (Kinase-Glo TM) Inhibition; Luciferin 4-monooxygenase (Photuris pensylvanica), Q27757; Kinase-Glo luciferase, ATP luminescence, 8 min; Potency, µM (series often up to 38.3 µM), for the others: at the highest dose activity change, negative = inhibition, usual class: inhibitors; actives 0.28% (n = 200,000); note: potency is the fitted concentration of half-maximal effect; % is set by controls: 0 for no effect and ±100 for the full control effect; nearly all actives have a fitted effect of over 60% in size
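Light output from Kinase-Glo luciferase with luciferin and 10 uM ATP in 50 mM imidazole pH 7.2, KCl, MgCl2, Tween 20, BSA; compound pin-delivered, 8-min ambient incubation, then luminescence read.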
Epigenetic reg – Quantitative High-Throughput Screen for Regulators of Epigenetic Control; murine LDR cells, GFP reporter derepression, 30 h; Potency, µM (titrated, usually from 53.9 µM), inactives show at the top dose GFP activation, actives largely listed as activators; actives 0.2% (n = 280,000); note: potency is the fitted concentration of half-maximal effect; % of control where 0% means no effect; nearly all actives have a fitted effect of over 60% in size
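Reporter derepression read as number of fluorescent GFP-positive objects, 20-120 um in size, counted by laser-scanning cytometer. Mouse LDR line with an epigenetically silenced CMV-GFP locus; compound incubation 30 h, 37 C.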
CBFb-RUNX1 inh – qHTS Assay for Compounds Blocking the Interaction Between CBF-beta and RUNX1 for the Treatment of Acute Myeloid Leukemia. Runt-related transcription factor 1 (Homo sapiens) + Core-binding factor subunit beta …. AlphaScreen CBFb-His/RUNX1-biotin binding, biochemical. Potency, µM (series often up to 59.8 µM), without a hit: at the highest dose activity, negative = inhibition, most hits filed as inhibitors. 230,000 tested, under 10 active. AID 1477, 2009; note: % of control where 0% means no effect
Target sequence (Q01196 whole entry, looked up): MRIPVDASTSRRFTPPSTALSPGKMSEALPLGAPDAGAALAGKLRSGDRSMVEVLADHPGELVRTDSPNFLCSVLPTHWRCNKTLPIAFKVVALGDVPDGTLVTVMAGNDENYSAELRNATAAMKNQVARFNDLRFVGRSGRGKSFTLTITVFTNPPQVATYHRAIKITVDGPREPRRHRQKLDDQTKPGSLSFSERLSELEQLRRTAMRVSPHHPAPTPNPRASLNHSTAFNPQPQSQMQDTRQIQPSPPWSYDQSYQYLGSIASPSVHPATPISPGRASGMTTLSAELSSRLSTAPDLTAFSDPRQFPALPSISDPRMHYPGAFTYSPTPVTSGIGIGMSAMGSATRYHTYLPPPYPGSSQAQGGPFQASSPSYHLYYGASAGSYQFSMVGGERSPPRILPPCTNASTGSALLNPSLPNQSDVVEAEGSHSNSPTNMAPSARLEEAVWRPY
Target sequence (Q13951 whole entry, looked up): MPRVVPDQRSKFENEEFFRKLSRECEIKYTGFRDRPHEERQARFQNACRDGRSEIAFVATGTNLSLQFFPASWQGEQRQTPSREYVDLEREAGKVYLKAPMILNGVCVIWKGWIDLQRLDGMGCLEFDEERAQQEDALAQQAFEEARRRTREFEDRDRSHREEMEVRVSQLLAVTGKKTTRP
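AlphaScreen binding: CBFb-His and RUNX1-biotin (30 nM each) preincubated 20 min, compound added for 15 min, then nickel and streptavidin beads for 90 min, all at room temperature. Disruption of the interaction by any mechanism counts as activity.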
HttQ103 aggreg – qHTS Multiplex Assay to Identify Dual Action Probes in a Cell Model of Huntington: Aggregate Formation (GFP); PC12 HttQ103-GFP aggregates, Acumen cytometry, 40 h; Potency, µM (top dose mostly 46.1 µM), for the others: top-dose activity change, negative = inhibition, most hits filed as inhibitors; actives 1.1% (n = 220,000); note: potency is the fitted concentration of half-maximal effect; % is set by controls: 0 for no effect and ±100 for the full control effect; nearly all actives have a fitted effect of over 60% in size
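Steps: seed 1500 PC12 HTTQ103-GFP cells/well; add tebufenozide, 100 nM final; add compound titration; add ATPLite reagent; quantify GFP aggregates by laser scanning cytometry.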
IMPase Li cell – qHTS Assay for Identifying the Cell-Membrane Permeable IMPase Inhibitors: Potentiation with Lithium; CHO-M1 cells, IP1 TR-FRET (IP-One), carbachol + lithium; Potency, µM (series often up to 59.4 µM), inactives show top-dose activity, negative = IMPase inhibition, usual class: inhibitors; actives 0.35% (n = 210,000); AID 1457, 2008;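 note: IP1 builds up when IMPase is blocked and the TR-FRET signal falls; potency is the fitted concentration of half-maximal effect; plate controls were basal vehicle for no effect and high inhibitor control for full effect; nearly all actives have a fitted effect of over 50% in size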
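Concentration–response in CHO-M1 cells, lithium-potentiated; 30 min at 37C. IP1 detected by competitive TR-FRET after 10 min lysis at RT. Hill-fitted AC50.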
Lamin A splicing – qHTS Assay for Modulators of Lamin A Splicing. HeLa LMNA splicing GFP/RFP minigene ratio, 48 h. Potency, µM (top dose mostly 46.1 µM), inactives show top-dose ratio change, negative = inhibition, actives largely listed as inhibitors. actives 0.01% (n = 200,000); active = well fitted inhibition curve with a large enough effect in the signal ratio, with a control signal flat, not every such curve was filed as active; inconclusive = small, poorly fitted or top-dose-only effect, or effect the other way, or a change in a side signal; the % refers to the signal ratio; note: potency is the fitted concentration of half-maximal effect; % is set by controls: 0 for no effect and ±100 for the full control effect
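S3 HeLa cells stably expressing lamin A-EGFP splicing minigene plus DsRed2, 600 cells/well, 48 h compound exposure at 37C. Laser-scanning cytometry; analysed as GFP (500-530 nm)/RFP (575-640 nm) total intensity ratio; 0.5% DMSO vehicle.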
* hit, by the source's call; ? = inconclusive; · = no result given; [ ] = dose if it differs, or a comment. Unless noted, calls come from the whole dose curve; as a rule, active = well fitted curve in the direction sought with a large enough effect; inconclusive = small, poorly fitted or top-dose-only effect, or another doubt; inactive = no such curve, though single readings can be large; an effect the other way counts as inactive or inconclusive. This is a subset (hit frequency here may not be typical).

Values run as follows: NPSR antagonist	KinaseGlo FLuc	Epigenetic reg	CBFb-RUNX1 inh	HttQ103 aggreg	IMPase Li cell	Lamin A splicing
> CC(C)(C)c1cc(C(=O)O)nn1-c1ccccc1
    14.7%[46.1 µM]	-2.0%	0.0%	1.2%	-18.3%	7.8%[38.3 µM]	6.1%
> CCCn1c(SCC(=O)NC)nnc1C(C)C
    1.3%[46.1 µM]	1.0%	0.2%	-0.3%	12.8%	-0.3%[38.3 µM]	2.0%
> CCOc1ccccc1NC(=S)NCc1ccco1
    -3.3%[46.1 µM]	13.8%	0.7%	-5.3%	29.7%	10.8%[38.3 µM]	-3.1%
> CC(C)CNCC(=O)N1c2ccccc2Sc2ccccc21
    -4.4%[46.1 µM]	-0.1%	-0.5%	-2.4%	-16.1%	19.3%[38.3 µM]	-0.8%
> N#C/C(=N\Nc1ccccc1F)c1nc(-c2ccccc2)cs1
    7.7%	5.5%	?	-3.7%	6.5%	0.3%	·
> Cc1nnc(NC(=O)C2CCCN(S(=O)(=O)c3ccccc3C(F)(F)F)C2)s1 (stereo not drawn)
    -6.3%[7.67 µM]	-2.2%	3.6%	1.4%	-14.1%	-10.8%[38.3 µM]	9.2%
> Cc1cccc(NC(=O)CN2C(=O)S/C(=C\c3ccccn3)C2=O)c1
    2.7%	5.4%	2.6%	1.2%	21.2%	4.1%	?
> CSc1ccccc1C(=O)C1CCCN(C(=O)CCc2cccnc2)C1 (stereo not drawn)
    -6.7%	-6.8%	-0.1%	6.9%	4.8%[9.22 µM]	-1.5%	·
> Oc1ccc(-c2nc3ccc4ccccc4c3c3c2CCC3)cc1O
    -10.8%	-1.2%	4.7%	-4.9%	?	14.8%	?
> COCc1nnc(NC(=O)CCCCCN2C(=O)c3ccccc3C2=O)s1
    -9.2%[46.1 µM]	2.7%	-0.8%	4.4%	1.7%	0.6%[38.3 µM]	6.1%
> COc1nc(SCC(=O)Nc2ccccc2Cl)nc(N(C)C)n1
    -26.3%	·	-1.1%	7.4%	-8.3%[9.22 µM]	·	·
> CCOc1ccc(OCC)c(NC(=O)C2CCCN(S(=O)(=O)c3cnc[nH]3)C2)c1 (stereo not drawn)
    0.5%[46.1 µM]	-1.2%	-0.8%	-0.4%	-13.0%	-10.9%[38.3 µM]	6.4%
> CCN(CC)C(=O)c1cn(CC)c(=O)c2cc(OC)c(OC)cc12
    -5.9%[46.1 µM]	0.2%	0.0%	3.6%	-19.2%	13.7%[38.3 µM]	3.8%
> COc1ccc2nc(Nc3ccccc3)sc2c1
    -19.5%	-11.1%	3.3%	1.4%	-6.5%	41.0%[activator]	·
> CN(C)c1cc(Nc2ccc(O)cc2)c([N+](=O)[O-])c2nonc12
    -22.8%	·	-5.2%	-0.4%	-15.9%[9.22 µM]	·	·
> C[n+]1ccc(CC2C(=[N+]([O-])[O-])C=Nc3ncnn32)cc1 (stereo not drawn)
    3.6%	1.4%	2.2%	2.7%	19.2%	2.9%	·
> COC(=O)c1[nH]c2ccccc2c1NC(=O)C(C)N1CC(C)OC(C)C1 (stereo not drawn)
    4.9%[7.67 µM]	·	-1.4%	4.8%	-10.7%[9.22 µM]	·	·
> O=S(=O)(Nc1cccc(C(F)(F)F)c1)c1cccnc1
    -8.5%[46.1 µM]	2.3%	0.0%	6.3%	6.3%	9.3%[38.3 µM]	4.3%
> COC(=O)Cn1c(=NC(=O)c2cc(OC)cc(OC)c2)sc2cc(OC)ccc21
    -30.8%	5.6%	-1.0%	-2.1%	15.9%	?	-11.8%
> Cc1cn(S(=O)(=O)c2ccc(Br)c3ccccc23)cn1
    1µM*	5.8%	-0.9%	0.5%	-31.6%	11.2µM*	-4.8%
> N/C(=N\c1nc2ccccc2o1)NC(=O)c1ccccc1NC(=O)c1ccccc1
    18.9%[46.1 µM]	-1.3%	-1.1%	8.4%	?	9.6%[38.3 µM]	3.9%
> CC(C)(C)NC(=O)NC(=O)CSc1n[nH]c(-c2ccccc2Br)n1
    0.6%	1.9%	-2.1%	-2.1%	11.7%	16.4%	-22.6%[46 µM]
> O=C1/C(=N\S(=O)(=O)c2cccs2)C([n+]2cccc(Cc3ccccc3)c2)=C([O-])c2ccccc21
    ?	·	8.5%	0.9%	5.7%[9.22 µM]	·	·
> CC(C)N(C(=O)c1ccc2nc(-c3ccccc3)c(-c3ccccc3)nc2c1)C(C)C
    -45.1%	-0.7%	-2.2%	3.0%	-21.6%	13.3%	?
> N#Cc1cc2c(=O)n3ccccc3nc2n(CCN2CCOCC2)c1=O
    4.3%[46.1 µM]	-3.7%	0.0%	4.1%	-9.9%	1.0%[38.3 µM]	-0.8%
> COc1ccc2[nH]c(=O)c(CN(C(=O)C3CCCO3)c3ccc(C)cc3)cc2c1 (stereo not drawn)
    -3.6%[46.1 µM]	·	-8.5%	3.5%	-3.4%	·	-5.1%
> CCn1c(CC(=O)Nc2ccccc2OC)nnc1SCC(=O)Nc1ccccc1F
    -4.3%	2.2%	-1.5%	1.3%	6.5%	1.6%	·
> N#Cc1ccc(C(=O)CSc2n[nH]c(=O)n2Cc2ccco2)cc1
    -7.6%	·	1.1%	7.0%	27.0%[9.22 µM]	·	·
> CCc1nc(NCCO)c(C#N)c2c1CSC(C)(C)C2
    1.0%	·	1.1%	-7.7%	11.0%[9.22 µM]	·	·
> Cn1c(-c2cccs2)[n+](C)c2ccccc21
    5.6%	4.6%	-1.3%	1.4%	-19.4%	33.3%[activator]	·
> COc1ccccc1C(OC(=O)c1cccs1)C(=O)NCC1CCCO1 (stereo not drawn)
    -2.0%[46.1 µM]	-0.1%	-1.1%	5.3%	-6.2%	-0.1%[38.3 µM]	5.6%
> Cc1ccccc1NC(=O)C1CC(=O)n2ncnc2N1 (stereo not drawn)
    10.6%	·	-1.1%	12.7%	4.0%[9.22 µM]	·	·
> Cc1ccc(OCc2nc(C#N)c(NCCCn3ccnc3)o2)cc1
    -2.2%[46.1 µM]	·	-2.1%	-6.1%	13.3%	·	?
> O=C(COc1ccc2c3c(c(=O)oc2c1)CCC3)NC1CCCCC1
    ?	3.6%	-4.4%	6.2%	6.5%[9.22 µM]	?	8.4%
> C/C(=N\NC(=O)CCc1ccc(S(=O)(=O)N2CCOCC2)cc1)c1ccc(Br)cc1
    -15.4%	0.1%	2.3%	4.7%	5.2%	10.3%	-9.9%[46 µM]
> CCC(C)NC(=O)c1cn(-c2cccc(C)n2)cn1 (stereo not drawn)
    -4.6%[46.1 µM]	1.2%	-0.9%	2.6%	-11.6%	1.5%[38.3 µM]	1.9%[0.0737 µM]
> CCOC(=O)N1CCN(C(=O)CSc2nnc(-c3ccc(C)c(C)c3)o2)CC1
    4.9%[46.1 µM]	1.2%	0.1%	3.9%	-8.4%	-2.2%[38.3 µM]	0.6%
> COc1ccc(N2CCN(C(c3ccco3)c3sc4nc(C)nn4c3O)CC2)cc1 (stereo not drawn)
    7.9%	1.9%	0.1%	-0.7%	18.3%	-3.6%	1.8%
> c1cc(-c2noc(CC3CCCCC3)n2)ccn1
    5.8%[7.67 µM]	-1.0%	1.5%	2.4%	-29.9%	0.2%[38.3 µM]	-7.7%
> Oc1ccccc1Oc1c(F)c(F)nc(N2CCCC2)c1F
    -44.4%	0.5%	0.0%	-21.0%	12.6%	6.8%	?
> Cc1ccc(NC(=S)NC(NC(=O)c2ccco2)C(Cl)(Cl)Cl)cc1 (stereo not drawn)
    -17.5%[46.1 µM]	0.4%	0.0%	9.4%	-19.3%	16.5%[38.3 µM]	-25.2%
> CCC(=O)Nc1cccc(C2=NOC3(C2)C[C@@H](C(N)=O)N(C(=O)c2ccccc2C(=O)c2ccccc2)C3)c1 (stereo partly drawn)
    20.1%	·	-3.6%	18.6%	-7.2%[9.22 µM]	·	·
> O=S(=O)(NCc1ccc2c(c1)OCO2)c1cccc(S(=O)(=O)N2CCOCC2)c1
    -0.6%[46.1 µM]	·	-8.3%	6.0%	-0.5%	·	-8.8%
> O=C(CCNC(=O)c1ccc(Br)o1)NCc1ccccc1Cl
    18.4%[46.1 µM]	1.7%	-2.5%	-1.7%	4.2%	-9.0%[38.3 µM]	-5.3%
> CCn1cc(C(=O)OCC(=O)N(C)Cc2ccccc2)c(=O)c2ccc(C)nc21
    11.6%	1.6%	1.1%	7.2%	-2.1%	2.8%	·
> CCN(CC)S(=O)(=O)c1c(OC)cc(C)c(Cl)c1C
    33.4%	-1.7%	-8.7%	5.8%	10.6%[9.22 µM]	16.4%	·
> CCCn1nc(C(=O)NCCN2CCOCC2)c2ccccc2c1=O
    7.9%[46.1 µM]	0.3%	-1.9%	0.1%	-16.4%	10.9%[38.3 µM]	-2.5%
> CCCn1c(SCC(=O)c2c[nH]c3ccccc23)nnc1-c1ccncc1
    6.3%	-2.6%	0.0%	-3.8%	-17.4%	3.3%	-5.5%
> COC(=O)c1ccc(NC(=O)c2ccccc2SC)cc1
    -14.3%[46.1 µM]	-6.5%	-9.2%	9.6%	-6.3%	18.8%[38.3 µM]	9.1%
> COc1cc(/C=N/Nc2ncnc3sc4c(c23)CCC4)ccc1O
    4.0%	-3.3%	-1.1%	-3.2%	19.4%	11.2%	?
> COCc1[nH]nc2c1C1(CCC3(CC1)OCCO3)C(C#N)=C(N)O2
    -29.7%[46.1 µM]	-2.2%	1.5%	1.7%	2.3%	7.1%[38.3 µM]	-0.7%

Some values from above:
HttQ103 aggreg, N#Cc1ccc(C(=O)CSc2n[nH]c(=O)n2Cc2ccco2)cc1 stands at 27.0%[9.22 µM]
CBFb-RUNX1 inh, O=C(CCNC(=O)c1ccc(Br)o1)NCc1ccccc1Cl stands at -1.7%
Epigenetic reg, N#Cc1cc2c(=O)n3ccccc3nc2n(CCN2CCOCC2)c1=O stands at 0.0%
